High-throughput results from PubChem.
Growth percent in the NCI-60 one-dose screen (48 h, 10 µM unless noted): 100 = growth as untreated, 0 = no growth, -100 = all killed.
HL-60(TB): HL-60(TB) leukemia cells | 9% of 78,000 active | AID 1794776; active = growth percent below 10
Numbers without * were called inactive; & = joins results of further samples; [ ] = dose if it differs, or a comment. A portion of the library (hit frequency here may not be typical).

CC1(C)OC2OC3C(CN)OC(c4ccccc4)OC3C2O1 (configuration not stated) was read as HL-60(TB) 49.
Screening CC(C)OP(=O)(CCC(=O)c1c[nH]c2ccccc12)OC(C)C returned HL-60(TB) 92.
For Clc1ccc(-c2cnc3c(-c4ccnc(N5CCNCC5)c4)cnn3c2)cc1 the results were HL-60(TB) -34*.
`O=C(/C=C/c1c(-c2ccc(F)cc2)nc2sccn12)c1cccs1` gave HL-60(TB) 63.
For FC(F)(F)c1ccc(-c2nnc(Nc3ccccc3)s2)cc1 the results were HL-60(TB) 74.
`CN(C)S(=O)(=O)c1c([N+](=O)[O-])ncn1C` gave HL-60(TB) 78.
Screening Cc1c(C)c([N+](=O)[O-])c(C)c(C)c1[N+](=O)[O-] returned HL-60(TB) 109.
For CCN(CC)C(=O)C(c1ccccc1)c1ccccc1 the results were HL-60(TB) 82.
For COc1cc(C2CC(c3cccs3)=NN2C(C)=O)cc(OC)c1OC (configuration not stated) the results were HL-60(TB) 103.
`O=C(Nc1ccc(Nc2ncnc3[nH]ccc23)cc1)c1ccccc1` gave HL-60(TB) 98[1 µM].
`COc1cc(/C=N/NC(=O)Cn2nnc3ccccc32)ccc1O` gave HL-60(TB) 100.
O=C(O)CCC(=O)Nc1ccc(C(=O)O)c(O)c1 was read as HL-60(TB) 63.
`COc1ccc(S(=O)(=O)N2CCN(C)CC2)cc1NC(=O)c1[nH]c(C)c2c1CCCCC2=O` gave HL-60(TB) 8.2*.
`COc1ccc2c(c1)O/C(=C\c1ccc(O)c(O)c1)C2=O` gave HL-60(TB) 66.
Screening COc1cccc(C(=O)N(c2ccc(F)cc2F)C(C(=O)NC(C)(C)C)c2cc3c(C)cc(C)cc3nc2Cl)c1 (configuration not stated) returned HL-60(TB) 49.
CC[N+](C)(CC)Cc1cc(Nc2ccnc3cc(Cl)ccc23)ccc1O was read as HL-60(TB) 14.
Screening CC1(C)N=C(N)N=C(N)N1c1ccc(OCC(=O)Nc2cccc(S(=O)(=O)F)c2)cc1 returned HL-60(TB) 72.
COc1sc(/C=N/NC(=O)c2[nH]c3ccc(Br)cc3c2-c2ccccc2)cc1Br was read as HL-60(TB) -38*.
For CCCCCCCCCCCCCCCCCCOC(C)=O the results were HL-60(TB) 86.
Screening CCOC(=O)c1nn(-c2ccc(Cl)cc2)c(=N/N=C/c2c(O)cc3oc(C)cc(=O)c3c2OC)s1 returned HL-60(TB) 92.
For O=C(Nc1cc(Cl)ccc1Cl)N1CCN(C(=O)Nc2cc(Cl)ccc2Cl)CC1 the results were HL-60(TB) 99.
`CS(=O)(=O)c1ccc(-c2nc3ccccn3c2/C=N/NC(N)=O)cc1` gave HL-60(TB) 101.
Nc1nnc(-c2cccnc2SCc2ccccc2)s1 was read as HL-60(TB) 93.
`CCC1(C)CC(C)(C)c2cc([N+](=O)[O-])c(C)c([N+](=O)[O-])c21` (configuration not stated) gave HL-60(TB) 100.
For COc1ccc(-c2c(-c3ccccc3)noc2N)cc1OC the results were HL-60(TB) 95.
CN(C)NC(=O)CC(N)C(=O)O (configuration not stated) was read as HL-60(TB) 102.
C=C1C(=O)O[C@H]2[C@H]1CC/C(COC(=O)NCc1ccc(Cn3c(=O)sn(CCCCC)c3=O)cc1)=C\CC[C@@]1(C)O[C@@H]21 was read as HL-60(TB) -40*.
Screening COC(=O)[C@@]1(O)C=Cc2nc3ccccc3c(=O)n21 returned HL-60(TB) 97.
Screening CC(=O)/C=C\C1CC2C=CC1C2 (configuration not stated) returned HL-60(TB) 123.
Screening CC1=NN(c2nc3ccccc3nc2Cl)C(=O)C1 returned HL-60(TB) 111.
`Cc1nn(-c2ccccc2)c2nc3c(c(-c4ccc(Cl)cc4)c12)CNC1(N3)C(=O)N(Cc2ccccc2)c2ccccc21` (configuration not stated) gave HL-60(TB) 129.
Screening O=C1/C(=C/c2ccc(SC(F)(F)F)cc2)Cc2cc3c(cc21)OCO3 returned HL-60(TB) 106.
COc1cc(-c2nc(-c3nnc(-c4ccc(C)cc4)o3)c3ccccn23)cc(OC)c1OC was read as HL-60(TB) 80.
For O=C(CBr)c1cc(-c2ccc(Cl)cc2)nc2cc(Cl)ccc12 the results were HL-60(TB) 88.
Screening CN1NC(=O)CC1c1ccccc1 (configuration not stated) returned HL-60(TB) 82.
For O=C(/C=C(/C=C/c1coc2ccccc12)OB(F)F)/C=C/c1coc2ccccc12 the results were HL-60(TB) 89.
For COc1ccc(NC(=S)Nc2ccccn2)cc1 the results were HL-60(TB) 85.
For Clc1cccc(N/N=C/c2c[nH]c3ccc(Br)cc23)n1 the results were HL-60(TB) 5.1*.
`Cc1cccc(NC(=O)Nc2ccc(-n3cnc4cc(-c5ccc(O)cc5)ccc43)cc2)c1` gave HL-60(TB) 8.7*.
For CCCCOc1ccc(C(=O)OCCNCC(C)C)cc1N the results were HL-60(TB) 106.
Screening CC(C)(C)OC(=O)Nc1ccc(-c2cccc(Oc3ccc4nnc(Cl)n4n3)c2)cc1 returned HL-60(TB) 64.
For COc1ccc(-n2cc(COc3ccc4c5ccnc(C)c5n(CC(C)C)c4c3)nn2)cc1 the results were HL-60(TB) -11*.
CS(=O)(=O)Nc1ccc(C(=O)N=Nc2c(O)[nH]c3ccccc23)cc1 was read as HL-60(TB) 104.
O=C(NNc1ccc(-c2ccccc2)nn1)c1ccc(F)cc1 was read as HL-60(TB) 97.
`COc1ccc(CNC(=O)COc2ccc(/C=N/Nc3nc4ccccc4s3)cc2)cc1` gave HL-60(TB) 105.
COC(=O)c1cccc(NC(=O)N[C@H]2CCN(c3ccnc(Nc4ccc(F)cc4)n3)C2)c1 was read as HL-60(TB) 53.
For CN1[C@@H](CCc2ccc(OCCF)cc2)CCC[C@H]1CCc1ccc(OCCF)cc1 the results were HL-60(TB) 84.
Screening N[C@@H](Cc1cn(-c2ccccc2SCc2ccc(O)cc2)nn1)C(=O)O returned HL-60(TB) 94.
`CCCCn1c(-c2ccc(-c3nc(-c4ccc(Cl)cc4)no3)cc2)nc(-c2ccccc2)c1-c1ccccc1` gave HL-60(TB) 61.
For C[C@@H]1CC2C3C[C@H](F)C4=CC(=O)C=C[C@]4(C)[C@@]3(F)[C@@H](O)C[C@]2(C)[C@@]1(O)C(=O)CO (some centres not stated) the results were HL-60(TB) 99.
`CN1CC(c2ccc(Br)cc2)C2(SC(=O)N(/N=C/c3ccc(Br)cc3)C2=O)C12C(=O)Nc1ccccc12` (configuration not stated) gave HL-60(TB) 100.
For CCN(CC)CCOC(=O)c1ccc(NC(=O)c2ccccc2)cc1 the results were HL-60(TB) 85.
CC(C(O)c1ccc(Cl)cc1)N1CCCCC1 (configuration not stated) was read as HL-60(TB) 100.
COc1ccc(C(=O)c2cc(OC)c(OC)cc2C(=O)O)cc1OC was read as HL-60(TB) 82.
`Cc1ccc(-c2csc(NC(=O)c3ccc(Cc4n[nH]c(=O)c5cccnc45)cc3)n2)cc1` gave HL-60(TB) 102.
CC(=O)O[C@@H]1C(C)O[C@H](O[C@H]2C(O)[C@@H](O)C(CO[C@@H]3OC(C)[C@@H](O)C(O)[C@@H]3O)O[C@H]2Oc2c(-c3ccc(O)cc3)oc3cc(O)cc(O)c3c2=O)[C@@H](O[C@@H]2OC(CO)[C@@H](O)C(O)[C@@H]2O)C1O (some centres not stated) was read as HL-60(TB) 107.
Screening COc1ccc(/C=N\NC(=O)c2cnn(CC(O)c3ccccc3)c2N)cc1Oc1ccccc1 (configuration not stated) returned HL-60(TB) 79.
`COc1ccc(C2=C(C#N)C3(C(=O)Nc4ccccc43)c3c(-c4ccc(Cl)cc4)nn(-c4ccccc4)c3N2)cc1` (configuration not stated) gave HL-60(TB) 79.
`Cc1nn2c(-c3nc4cc(C)c(C)cc4[nH]3)c(-c3ccccc3)nc2s1` gave HL-60(TB) 92.
COc1ccc(/C=C/c2nc(Nc3ccc([N+](=O)[O-])cc3)c3ccccc3n2)cc1 was read as HL-60(TB) 90.
CCCCCCCCCCN=Cc1c(O)c(O)c(CCC)c2cc(C)c(-c3c(C)cc4c(CCC)c(O)c(O)c(C=NCCCCCCCCCC)c4c3O)c(O)c12 was read as HL-60(TB) 109.
`COC(=O)CCc1ccc(N)cc1` gave HL-60(TB) 97.
Screening COc1ccc(-c2cc(-c3ccccc3)c(-c3ccccc3)nn2)cc1 returned HL-60(TB) 71.
Cc1ccc(C2=C(C#N)C3(C(=O)N(Cc4ccccc4)c4ccccc43)c3c(-c4ccccc4)nn(-c4ccccc4)c3N2)cc1 (configuration not stated) was read as HL-60(TB) 117.
`CCOC(=Nc1ccc(OCC)cc1)SC(c1ccccc1)(c1ccccc1)c1ccccc1` gave HL-60(TB) 126.
For CC(C)Sc1nc(NC2CC2)c(C#N)c(-c2ccc(F)cc2)n1 the results were HL-60(TB) 98.
Screening CCCCc1ccc(NC(=O)C(F)(F)F)cc1 returned HL-60(TB) 71.
Oc1cc(CNC2CCCCC2)c(O)cc1CNC1CCCCC1 was read as HL-60(TB) 97.
`Nc1nc(SCc2ccccc2[N+](=O)[O-])c2ncn(Cc3ccccc3)c2n1` gave HL-60(TB) 52.
CCCCOC(=O)N1CCN(c2ccccc2)CC1 was read as HL-60(TB) 89.
Screening C#Cc1ccc(-n2c(/C=C/c3ccc(F)cc3)nc3ncccc3c2=O)cc1 returned HL-60(TB) 100.
Screening N#C/C(=C\c1cn[nH]c1-c1ccccc1)C(=O)Nc1sc2c(c1C#N)CCC2 returned HL-60(TB) 107.
`COC(=O)c1c2c(c(C)[n+]([O-])c1C)C(=O)C(NCc1ccc(O)cc1)=CC2=O` gave HL-60(TB) -8.8*.
C(=NCCN=Cc1c[nH]c2ccccc12)c1c[nH]c2ccccc12 was read as HL-60(TB) 96.
Screening COc1cc(C2CC(c3ccc(Nc4nc(NCCO)nc(N5CCOCC5)n4)cc3)=NN2c2cc(Cl)cc(Cl)c2)cc(OC)c1OC (configuration not stated) returned HL-60(TB) 45.
For CC(C)(C)c1cc(Br)c(O)c(CNc2ccccc2)c1 the results were HL-60(TB) 102.
Screening COc1ccc(-c2cc(-c3cc(OC)ccc3OC)nc(SCC(C)=O)c2C#N)cc1 returned HL-60(TB) 86.
For O=C(O)C(CCc1ccccc1)NCc1ccccc1 (configuration not stated) the results were HL-60(TB) 110.
For CC(=O)Nc1ccc(OCc2cn(Cc3nc4ccccc4[nH]3)nn2)cc1 the results were HL-60(TB) 106.
`Cn1cccc1C(=O)c1n[nH]n2c1nc(=O)c1sc3c(c12)CCCC3` gave HL-60(TB) 97.

Three compounds from above, sorted by number of heavy atoms, descending.
Screening COc1ccc(-c2cc(-c3cc(OC)ccc3OC)nc(SCC(C)=O)c2C#N)cc1 returned HL-60(TB) 86.
`COC(=O)c1c2c(c(C)[n+]([O-])c1C)C(=O)C(NCc1ccc(O)cc1)=CC2=O` gave HL-60(TB) -8.8*.
CCCCOC(=O)N1CCN(c2ccccc2)CC1 was read as HL-60(TB) 89.

Other structures:
`Cc1ccc(NC(=O)c2ccccc2)cc1` gave HL-60(TB) 89.
`O=C(CSc1nc2ccccc2c(=O)n1-c1ccccc1)Nc1cccc(C(=O)/C=C/c2ccc(Cl)cc2)c1` gave HL-60(TB) 99.
N#C/C(=C\c1ccc(-c2cccc(C(F)(F)F)c2)o1)c1ccc(Cl)cc1 was read as HL-60(TB) 96.
`CC1C(=O)c2cc3c(cc2CCN(C)Cc2c1ccc1c2OCO1)OCO3` (configuration not stated) gave HL-60(TB) 109.
Screening Cc1ccc(/C=C2\CCOC2=O)cc1 returned HL-60(TB) 57.
For COc1ccccc1C(C[N+](=O)[O-])c1c(C)[nH]c2ccccc12 (configuration not stated) the results were HL-60(TB) 102.
For CC(=O)C(SSC(C(C)=O)C(C)=O)C(C)=O the results were HL-60(TB) 96.
`N#CCc1nn(-c2ccccc2)c2ncnc(N)c12` gave HL-60(TB) 42.
CN1CCN(Cc2occc(=O)c2O)CCN(C)CCN(Cc2occc(=O)c2O)CC1 was read as HL-60(TB) 48&99.
`Oc1ccccc1CNc1ccccc1` gave HL-60(TB) 102.
COc1cc(NC(=O)CCSc2nc3ccccc3c(=O)n2CCc2ccccn2)cc(OC)c1OC was read as HL-60(TB) 99.
Screening CC(C)c1cc(C(C)(C)c2ccc(O)c(C(C)C)c2)ccc1O returned HL-60(TB) 49.
`O=C(Nc1nc2c(s1)CCc1cn(S(=O)(=O)c3ccccc3)cc1-2)c1ccccc1` gave HL-60(TB) 78.
Screening COc1cc2c(cc1OC)C(/C=C/c1ccco1)=NCC2 returned HL-60(TB) 68.

Among those listed so far, three contain a furan ring, fused or not:
For O=C(/C=C(/C=C/c1coc2ccccc12)OB(F)F)/C=C/c1coc2ccccc12 the results were HL-60(TB) 89.
N#C/C(=C\c1ccc(-c2cccc(C(F)(F)F)c2)o1)c1ccc(Cl)cc1 was read as HL-60(TB) 96.
Screening COc1cc2c(cc1OC)C(/C=C/c1ccco1)=NCC2 returned HL-60(TB) 68.

Pulled by compound from above:
`Oc1ccccc1CNc1ccccc1` gave HL-60(TB) 102.
`O=C(CSc1nc2ccccc2c(=O)n1-c1ccccc1)Nc1cccc(C(=O)/C=C/c2ccc(Cl)cc2)c1` gave HL-60(TB) 99.
`CC1C(=O)c2cc3c(cc2CCN(C)Cc2c1ccc1c2OCO1)OCO3` (configuration not stated) gave HL-60(TB) 109.
Screening Cc1ccc(/C=C2\CCOC2=O)cc1 returned HL-60(TB) 57.
COc1cc(NC(=O)CCSc2nc3ccccc3c(=O)n2CCc2ccccn2)cc(OC)c1OC was read as HL-60(TB) 99.
`Cc1ccc(NC(=O)c2ccccc2)cc1` gave HL-60(TB) 89.
